PKA-R2B act – PKA-R2B complex activation | PKA-R2B holoenzyme dissociation, Cy5-IP20 fluorescence polarization; R2B truncated from residue 108, S112A mutant; 0% DMSO only, 100% 113 µM cGMP | activation, % at 11.4 µM | 0.079% of 340,000 active | AID 504700;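 active means activation above a cutoff set at the mean over all compounds plus 3 SD, cut at about 18% in these data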;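 further: higher means more holoenzyme dissociation and a rise in polarization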
dFosB activator – enhances mouse delta FosB homodimer DNA binding; P13346; purified delta FosB, TAMRA-CDK5 oligo fluorescence polarization; percent of positive-control signal above neutral wells; activation, % at 25 µM; 0.99% of 340,000 active; AID 493131;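 active means mean activation above about 17%, with every replicate also reaching it, limit read from the data, passing the limit was not always enough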;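 further: fluorescence polarization rise as delta FosB binds a TAMRA Cdk5 AP-1 oligo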
SR-BI DiI-HDL act – enhances SR-BI lipid uptake from DiI-HDL. CHO ldlA[mSR-BI] cells, DiI-HDL uptake fluorescence, 3 h; 100 = double the neutral-control signal. activation, % at 12.5 µM. 0.096% of 320,000 active. AID 504775;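 active means mean replicate activation of at least 60% and every replicate at or above 60%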;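 further: 0% = median plate neutral-control signal and 100% = twice that signal; values of inactives mirror those of a sister screen read the other way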
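Test system: SR-BI-overexpressing, LDLR-lacking CHO cells; Also added: labelled HDL, 10 µg/mL; Measured by: bottom-read cell fluorescence after medium removal, ex 550/em 595 nm; Timing: 3 h uptake period with compound, 37 °C; Buffer or medium: F12, 0.5% BSA, 25 mM HEPES; Doses: single compound concentration, delivered by pin transfer.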
PKA-R1A activ – activates the PKA-R1A holoenzyme complex; PKA-R1A dissociation, Cy5-IP20 fluorescence polarization; scaled: DMSO 0%, 113 µM cGMP 100%; 0.083% of 340,000 active; P00514+P68181; activation, % at 11.4 µM;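 active means percent activation above the mean of all tested compounds plus 3 SD, cut at about 19% in these data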;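 further: higher means more PKAc released from R1A so a rise in polarization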
NSD2 inh – NSD2 (human) methyltransferase inhibition. inhibition, % at 12.5 µM. O96028. AID 743445. NSD2 peptide methylation, AlphaScreen, 120 min. 0.54% of 310,000 active; in the data active means inhibition above about 50%
Target sequence (O96028 whole entry, looked up): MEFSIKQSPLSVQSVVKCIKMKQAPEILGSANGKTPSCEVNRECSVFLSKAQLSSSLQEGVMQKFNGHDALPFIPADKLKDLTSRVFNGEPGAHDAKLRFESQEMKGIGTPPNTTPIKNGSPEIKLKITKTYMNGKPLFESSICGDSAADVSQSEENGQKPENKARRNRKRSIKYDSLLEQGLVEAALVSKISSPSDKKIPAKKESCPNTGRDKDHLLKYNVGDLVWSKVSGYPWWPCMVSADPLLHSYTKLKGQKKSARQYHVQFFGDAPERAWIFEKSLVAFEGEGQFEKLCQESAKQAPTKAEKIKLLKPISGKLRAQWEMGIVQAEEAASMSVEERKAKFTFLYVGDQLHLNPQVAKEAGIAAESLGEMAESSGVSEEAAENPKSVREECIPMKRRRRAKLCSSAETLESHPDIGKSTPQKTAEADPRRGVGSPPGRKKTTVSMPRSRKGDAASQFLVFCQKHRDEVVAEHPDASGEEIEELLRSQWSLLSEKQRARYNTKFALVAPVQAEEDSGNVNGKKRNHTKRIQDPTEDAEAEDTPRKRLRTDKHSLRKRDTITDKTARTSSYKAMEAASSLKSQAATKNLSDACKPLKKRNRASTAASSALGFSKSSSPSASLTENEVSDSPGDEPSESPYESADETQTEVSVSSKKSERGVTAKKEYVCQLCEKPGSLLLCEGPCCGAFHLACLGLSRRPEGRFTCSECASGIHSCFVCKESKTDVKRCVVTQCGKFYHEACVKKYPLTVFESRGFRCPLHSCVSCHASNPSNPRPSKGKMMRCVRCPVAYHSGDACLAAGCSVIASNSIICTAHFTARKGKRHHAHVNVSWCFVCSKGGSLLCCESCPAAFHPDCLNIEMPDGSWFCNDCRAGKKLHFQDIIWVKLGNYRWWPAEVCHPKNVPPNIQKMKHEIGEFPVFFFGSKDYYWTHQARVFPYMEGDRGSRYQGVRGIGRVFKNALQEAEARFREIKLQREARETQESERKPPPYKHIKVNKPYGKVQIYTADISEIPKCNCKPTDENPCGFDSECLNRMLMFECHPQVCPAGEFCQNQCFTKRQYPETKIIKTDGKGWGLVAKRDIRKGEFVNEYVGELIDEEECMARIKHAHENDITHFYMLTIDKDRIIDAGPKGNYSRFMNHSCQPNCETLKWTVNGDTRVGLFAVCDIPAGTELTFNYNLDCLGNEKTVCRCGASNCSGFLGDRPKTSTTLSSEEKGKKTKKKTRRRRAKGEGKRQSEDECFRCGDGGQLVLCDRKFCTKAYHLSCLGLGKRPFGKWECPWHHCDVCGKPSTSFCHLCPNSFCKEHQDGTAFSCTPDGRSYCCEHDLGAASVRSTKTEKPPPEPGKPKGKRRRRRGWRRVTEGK
Arr AP2 block – inhibitors of human beta-arrestin and AP2 interaction; FITC-arrestin peptide / GST-AP2 beads, flow cytometry; AP2 beta2 appendage carries R879A mutation; inhibition, % at 10 µM; 0.31% of 340,000 active; AID 504490;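 active means inhibition above a set limit, near 3 SD of compounds lacking own fluorescence, cut at about 54% in these data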;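 further: plate controls were DMSO wells for no effect and 5 µM unlabelled arrestin peptide for full effect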
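System: GST-AP2 R879A glutathione beads | Also added: FITC-arrestin peptide, 50 nM | Times: 12 min plus 1 h, RT | Signal: Bead flow cytometry, FITC channel | Buffer or medium: PBS with 0.05% Tween 20 and 0.1% BSA | Read-out basis: Percent drop in bead-associated FITC signal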
MITF act – increases MITF-driven TRPM1 promoter luciferase signal; SK-MEL-5 TRPM1-promoter luciferase, 24 h; % of positive control, neutral wells = 0; activation, % at 12.5 µM; 0.75% of 300,000 active;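 active means mean activation of at least 80% with every replicate also reaching 80%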;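 further: 0% = neutral control wells and 100% = parthenolide positive control wells; values of inactives mirror those of a sister screen read the other way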
SR-BI DiI inh – mouse SR-BI HDL lipid transfer inhibition. inhibition, % at 12.5 µM. ldlA[mSR-BI] CHO cells, DiI-HDL uptake fluorescence, 3 h. 0.96% of 320,000 active. Q61009;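 active means mean replicate inhibition of at least 70% and a set share of replicates each scoring 70 or more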;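 further: 0% = median of neutral control wells and 100% = median of positive control wells; values of inactives mirror those of a sister screen read the other way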
Pemphigus Ab inh – inhibitors of pemphigus antibody binding to human desmoglein-3; DSG3-coupled beads, scFv-anti-DSG3-GFP binding, flow cytometry; active compounds read low; 0.48% of 310,000 active; binding (percent of control), % at 10 µM; P32926;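 active means binding more than 3 SD below its plate's average and above zero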;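 further: hits lower antibody fragment binding to DSG3; some compounds called inactive have numbers as strong as hits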
CDK5 inh – CDK5/p35 (human) kinase inhibition | Recombinant CDK5/p35, ADP-Glo luminescence, 60 min | inhibition, % at 10 µM | 0.01% of 330,000 active;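 active means highest replicate inhibition of at least 50% and at least 75% of replicates reaching 50%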;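 further: plate controls were DMSO neutral control for no effect and GW8510 at 10 µM for full effect; many of its hits are not listed in these tables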
SUMO Mot1 rescue – inhibitors of SUMOylation pathway: yeast Mot1-301 growth rescue; growth rescue, % at 18.8 µM; S. cerevisiae Mot1-301 growth rescue, ATP luminescence, 38.5C; percent above DMSO median, 100 means doubled; 1% of 320,000 active; AID 2716;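 active means every valid replicate shows activation above 250% relative to neutral control wells; inactive means the rest, any valid replicate at or below 250%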;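 further: OY570 slx delta 5 strain wells were the positive control but not used for scaling; some compounds called inactive have numbers as strong as hits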
Starred values were filed as active, the others as inactive; / = not tested or not shown; & = joins results of further samples.

SMILES	PKA-R2B act	dFosB activator	SR-BI DiI-HDL act	PKA-R1A activ	NSD2 inh	Arr AP2 block	MITF act	SR-BI DiI inh	Pemphigus Ab inh	CDK5 inh	SUMO Mot1 rescue
O=C(NCc1ccccc1CN1CCCC1)c1ccc(Cl)c(N2CCCC2=O)c1	1	-5	-14	-1	15	1	4	14	/	0.5	-8
O=C(O)CC(NC(=O)CC(c1ccccc1)c1ccccc1)c1cccc([N+](=O)[O-])c1 (stereo not drawn)	5	1	15	2	0	-3	12	-15	100	-1.4	5
O=C(CNC(=S)NC(=O)C1CCCCC1)c1ccccc1	-4	-1	-3	-4	8	8	87*	3	95	0.8	-9
CN(CC(=O)Nc1cccc([N+](=O)[O-])c1)S(=O)(=O)c1ccccc1	-6	-9	17	10	-4	17	1	-17	95	1.1	11
Cc1ccc(NC(=O)CN2C(=O)S/C(=C\c3cc(C)n(C)c3C)C2=O)cc1	-11	1	4	7	/	-3	20	-4	98	2.1	7
CCCOc1ccc(N2C(=O)CC(N3CCN(C(=O)c4ccco4)CC3)C2=O)cc1 (stereo not drawn)	9	-12	11	-3	-2	1	/	-11	99	2.8	9
Cc1ccccc1-n1c2nc(=O)n(C)c(=O)c-2cc2ccccc21	5	-4	9	3	-2	-2	/	-9	94	-0.7	169
Cc1ccc(C(=O)N2CCN(c3ccccc3Cl)CC2)cc1[N+](=O)[O-]	1	-5	-29	-7	1	-10	1	29	101	-0.9	1
O=C(NC1CCCC1)c1cccc(Oc2ccccc2)c1	-2	1	8	-7	-5	1	24	-8	96	-5.8	-15
Cc1sc2ncn(CC(=O)N3CCCCC3)c(=O)c2c1C	0	6	10	-2	1	10	14	-10	98	-1.7	-18
O=C(SCC(O)C(O)CS)c1cccs1 (stereo not drawn)	-15	-2	14	8	/	1	0	-14	93	-0.1	83
O=C(NCc1cccnc1)/C(=C/c1ccccc1)NC(=O)c1ccccc1	4	-12	4	2	0	5	-6	-4	/	-1.3	8
Cc1cc(-c2ccc(C(C)C)c(S(=O)(=O)N3CCN(c4ccccn4)CC3)c2)on1	-3	-6	-41	7	-3	-5	-30	41	/	-1.7	9
c1cncc(-c2nc(N3CCCCCC3)c3ccccc3n2)c1	-13	-25	-21	7	-2	-8	-11	21	106	0.0	/
O=C(COC(=O)/C=C/c1cccc([N+](=O)[O-])c1)NCCCN1CCCC1=O	-19	-1	-11	-6	-1	16	-11	11	104	1.7	193
COc1ccc2oc3ccc(OC)cc3c(=O)c2c1	-5	-6	-17	-14	0	-1	/	17	77	1.0	-10
CCCCN(CC)CCCNC(=O)c1cc2c(=O)n(C)c3ccccc3c2n1C	4	-29	-66	-9	/	-5	13	66	112	-0.1	2
CN1CCN(S(=O)(=O)c2ccc(NC(=O)Cc3ccc([N+](=O)[O-])cc3)cc2)CC1	-11	-3	-6	-4	3	2	0	6	106	-8.2	-8
C/C(=N/NC(=O)Cc1cccn1C)c1ccccc1	8	2	-4	-6	2	20	-3	4	80	0.7	-11
O=C(NCCS(=O)(=O)NCc1ccccc1)c1ccc2c(c1)OCO2	-2	2	1	-13	0	-14	2	-1	106	-0.5	-7
CCN(c1ccccc1)S(=O)(=O)c1nnc(NC(=O)c2ccco2)s1	3	6	8	-11	/	10	/	-8	98	1.1	81
CCc1ccc(NC(=O)Cn2c(=O)n(CCC(=O)NC3CCN(Cc4ccccc4)CC3)c(=O)c3ccccc32)cc1	-4	0	/	-19	/	8	-30	/	96	9.4	-11
Cc1ccc(S(=O)(=O)N2CCN(C(=O)CCC(=O)OCC(=O)Nc3cccc(C#N)c3)CC2)cc1	-6	3	18	-1	-4	25	/	-18	98	-0.1	112
CC1(c2ccccc2)CC(C)(C)N2C(=O)/C(=C3\SC(=S)NC3=O)c3cccc1c32 (stereo not drawn)	-9	-9	-40	-9	/	0	-12	40	99	1.0	3
CC1Cc2ccccc2N1C(=O)CN1CCc2ccccc2C1 (stereo not drawn)	-13	4	-21	-18	0	7	-15	21	103	-0.1	11
COc1ccccc1-n1c(-c2ccccc2)c[n+]2c1CCc1ccccc1-2	-9&-4	-11&-4	28&-8	3&3	-1&2	-5&-2	-58&-66	-28&8	113&115	-2.2&2.3	-5&1
CC(=O)NS(=O)(=O)c1cccnc1Nc1cccc(Cl)c1	-1	5	19	0	-1	-2	/	-19	105	0.3	2
Cc1ccc(NC(=S)N(Cc2ccc(Br)cc2)Cc2ccc(C(=O)O)cc2)cc1C	4	-2	-7	-2	2	7	-1	7	101	-0.8	10
COCC(C)(C)COS(N)(=O)=O	-1	4	2	1	/	33	10	-2	100	-2.6	-10
Cc1ccccc1-n1nc(C)c2cc(C(=O)N3CCOCC3)sc21	7	-2	19	-6	-3	-1	10	-19	93	-1.2	-10
COC(=O)c1sc(S(=O)(=O)Nc2ccc(Br)cc2)c(C(=O)OC)c1C	-7	-8	6	-3	0	4	-1	-6	98	-0.2	-3
O=C(Nc1ccc(S(=O)(=O)Nc2ncccn2)cc1)C1COc2ccccc2O1 (stereo not drawn)	-7	-3	16	-4	0	8	1	-16	83	1.5	-7
O=C(CCn1cnnn1)N1CCCC(Nc2ccc(F)cc2)C1 (stereo not drawn)	-4	-5	0	-4	7	0	-8	0	101	-5.8	-2
COC(=O)CNC(=O)CSc1nc2c(sc(=S)n2-c2ccccc2)c(=O)[nH]1	6	5	18	7	6	8	0	-18	93	-1.5	7
COC(=O)COC(=O)c1ccccc1NC(=O)c1ccccc1	4	-11	-1	-4	/	5	-9	1	101	-0.8	-30
COc1ccc(NS(=O)(=O)c2ccc(O)c(C(=O)OCC(=O)NC3CCCCC3)c2)cc1	1	-9	6	-8	0	-13	-5	-6	102	-2.8	114
CSc1nnc(-c2sc3cc(C(F)(F)F)cnc3c2-c2ccccc2)n1C	7	-11	2	-3	/	1	/	-2	103	0.7	18
O=C1CCCC2=C1C1(CCCCC1)N=C(Nc1nc3ccccc3s1)N2	8	7	-26	-8	-1	21	-6	26	95	-0.3	4
Cc1ccc(N2CC(NC(=O)C3CC3)CC2=O)cc1 (stereo not drawn)	0	1	19	3	7	-11	11	-19	97	1.5	38
O=C(Nc1cccc(NC(=O)c2ccccc2Cl)c1)c1cccs1	7	-2	-45	1	-4	5	/	45	125	0.4	-1

Pulled by structure from the entries so far:
SMILES	PKA-R2B act	dFosB activator	SR-BI DiI-HDL act	PKA-R1A activ	NSD2 inh	Arr AP2 block	MITF act	SR-BI DiI inh	Pemphigus Ab inh	CDK5 inh	SUMO Mot1 rescue
CC1(c2ccccc2)CC(C)(C)N2C(=O)/C(=C3\SC(=S)NC3=O)c3cccc1c32 (stereo not drawn)	-9	-9	-40	-9	/	0	-12	40	99	1.0	3
COc1ccc2oc3ccc(OC)cc3c(=O)c2c1	-5	-6	-17	-14	0	-1	/	17	77	1.0	-10

Next part.
SMILES	PKA-R2B act	dFosB activator	SR-BI DiI-HDL act	PKA-R1A activ	NSD2 inh	Arr AP2 block	MITF act	SR-BI DiI inh	Pemphigus Ab inh	CDK5 inh	SUMO Mot1 rescue
Cc1n[nH]c(=S)n1-c1ccccc1	-8	-6	-5	0	2	9	-5	5	107	1.1	-2
Cc1nc2ccc([N+](=O)[O-])cc2c(=O)n1Cc1cccc(Br)c1	-5	-9	-31	-1	6	-3	-1	31	97	1.4	6
O=C(Nc1cccc(F)c1)c1ccccc1	2	-8	-13	2	-1	-16	/	13	105	0.5	7
Cc1ccc(-c2nnc(SCC(=O)N/N=C/c3ccccc3C(=O)O)n2-c2ccc(Cl)cc2)cc1	2	2	15	-10	1	-2	-1	-15	102	-2.5	-2
CCn1c(=O)c(C(=O)CN2c3ccccc3CC2C)c(N)n(Cc2ccccc2)c1=O (stereo not drawn)	9	-5	-23	1	2	-16	0	23	71	-1.3	8
CCCCCCC(=O)N/N=C/c1ccc(Br)cc1	-2	-2	7	-6	-4	10	0	-7	126	-2.7	138
COc1ccc(N2CCN(C(=O)c3ccc(CNS(=O)(=O)c4cccc(OC)c4)cc3)CC2)cc1	8	-1	-11	-5	/	-4	-6	11	97	-2.0	-17
Cc1ccc(NC(=O)CCSCCc2ccccn2)cc1	-4	1	17	3	13	34	-2	-17	100	-1.4	-2
CN(C)Cc1nnnn1-c1cccc(-n2nnnc2CN(C)C)c1	2	1	19	-5	-1	9	2	-19	111	1.8	-4
Cn1cnc2cc(NC(=O)c3cccs3)ccc21	-3	-2	10	1	-8	0	93*	-10	105	2.4	-22
CCN1CCN(C(=O)C2CCCN(S(=O)(=O)c3cc(Cl)ccc3Cl)C2)CC1 (stereo not drawn)	-3	1	7	-2	5	2	-8	-7	108	-0.9	3
Nc1ccc(S(=O)(=O)Nc2ccc(C(=O)c3ccccc3)cc2)cc1	-2	-5	-16	2	2	3	1	16	101	1.2	124
COc1cccc(-c2sc3ccccc3c2-c2ccc(OCCN3CCCCC3)cc2)c1	4	34*	-18	0	/	-1	4	18	110	2.0	162
COc1cc(C2c3sc(=O)[nH]c3SC3C4CCC(C4)C23)ccc1O (stereo not drawn)	-7	-5	-32	-7	6	-2	1	32	101	-4.1	-7
CCN(CC)c1ccc2c(C)cc(=O)oc2c1	-3	0	0	-8	/	5	13	0	102	-1.1	-21
O=C(Nc1ccccc1N1CCN(c2ccccc2)CC1)c1ccccc1F	-13	-4	-75	-7	0	34	11	75*	99	1.4	-15
O=C(NCC(=O)N(Cc1ccco1)C(C(=O)NC1CCCCC1)c1cccnc1)c1ccco1 (stereo not drawn)	1	-3	18	-2	-12	7	-4	-18	/	-1.2	/
CCOCCOC(=O)c1[nH]c2c(c1C)C(=O)CC(c1ccc(N(C)C)cc1)C2 (stereo not drawn)	-9	0	-43	-4	/	15	/	43	108	1.9	2
COc1ccc(OCC(O)CN2CCCCC2)cc1 (stereo not drawn)	3	-1	10	-4	/	-1	/	-10	105	-0.3	33
Cc1ccc(S(=O)(=O)Nc2ccc(Cl)cc2)cc1NC(=O)Cn1cnc2c1c(=O)n(C)c(=O)n2C	-1	-15	23	-4	-1	-9	-11	-23	96	1.6	-22
CCC(=O)N1CCN(c2ccc(OC)cc2[N+](=O)[O-])CC1	0	5	7	-14	5	8	1	-7	104	-0.3	1

Screening data as filed in PubChem.
